NCF1 inh: p47phox/p22phox peptide binding inhibitors, primary screen, biochemical, uHTS, NADPH oxidase regulatory subunit; Neutrophil cytosol factor 1 (Homo sapiens), P14598; fluorescence polarization, 2 h; inhibition, % at 24.7 µM; 220,000 tested, 0.53% active; AID 1274, 2008;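 active means inhibition above about 30%, limit read from the data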;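 further: 0% = p47phox with labelled peptide and 100% = labelled peptide alone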
Target sequence (P14598 whole entry, looked up): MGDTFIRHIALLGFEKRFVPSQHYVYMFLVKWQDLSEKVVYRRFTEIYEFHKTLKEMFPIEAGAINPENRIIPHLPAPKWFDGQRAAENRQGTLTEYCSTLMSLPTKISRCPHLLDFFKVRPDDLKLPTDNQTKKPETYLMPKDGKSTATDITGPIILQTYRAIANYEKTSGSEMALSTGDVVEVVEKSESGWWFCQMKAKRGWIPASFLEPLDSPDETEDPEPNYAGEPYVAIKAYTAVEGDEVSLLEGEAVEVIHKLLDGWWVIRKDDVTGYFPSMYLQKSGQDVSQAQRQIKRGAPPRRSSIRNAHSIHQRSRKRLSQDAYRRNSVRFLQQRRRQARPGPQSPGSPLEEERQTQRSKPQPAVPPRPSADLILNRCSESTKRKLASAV
Tb hexokinase: Trypanosoma brucei hexokinase 1 inhibitors, primary screen, biochemical, G6PDH-coupled NADH absorbance, MLSCN library | hexokinase 1 [Trypanosoma brucei] | recombinant TbHK1, G6PDH-coupled NADH A340 | inhibition, % at 10 µM | 220,000 tested, 0.11% active;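 active means inhibition of 50% or more in the single-dose primary screen; inactive means inhibition below 50%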
Ba/F3 V617F tox: reduced viability of JAK2V617F-dependent Ba/F3 cells, primary screen, JAK2V617F inhibitor project, cell-based, Ba/F3 EpoR-JAK2V617F, luminescence; ATP luminescence; inhibition, % at 5.6 µM; 220,000 tested, 1.1% active; AID 1446, 2008;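 active means inhibition above the campaign mean plus 3 SD over all tested compounds, cut at about 24% in these data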;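 further: cytokine-independent growth of Ba/F3 cells driven by EpoR plus mutant JAK2; 0% = DMSO-treated cells and 100% = JAK inhibitor I control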
PPC-1+TRAIL kill: compounds killing PPC-1 cancer cells with TRAIL present, primary screen, TRAIL potentiator project, ATPLite luminescence, uHTS; PPC-1 cells + TRAIL, ATPLite viability luminescence; cell killing (% activity), % at 4 µM; 220,000 tested, 0.41% active;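 active means cell killing above 50% in the first pass at 4 µM, then a duplicate retest at 5 µM averaging 50% or more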;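 further: plate controls were cells with TRAIL plus DMSO for no effect and medium-only wells lacking cells for full effect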
BaF3 parental: parental Ba/F3 cell viability inhibition, counter-screen for JAK2V617F inhibitor project, murine pro-B, CellTiter-Glo luminescence | 220,000 tested, 1.1% active | inhibition, % at 5.6 µM | CellTiter-Glo ATP luminescence | AID 1486, 2009;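 active means inhibition above a per-campaign cutoff, the mean inhibition of all tested compounds plus 3 SD, cut at about 27% in these data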;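 further: 0% = DMSO wells and 100% = JAK Inhibitor I control wells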
p97 ATPase inh: inhibitors of human p97 ATPase, primary screen, biochemical; Transitional endoplasmic reticulum ATPase (Homo sapiens), P55072; 220,000 tested, 0.42% active; recombinant p97 ATPase, Kinase-Glo ATP luminescence, 3 h; inhibition, % at 8 µM; AID 1481, 2009; in the data active means inhibition above about 15%;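 further: 0% = DMSO vehicle and 100% = wells lacking enzyme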
PGE2 EP2 inh: human EP2 receptor antagonists, primary screen, TR-FRET cAMP, C6 glioma cells; 260,000 tested, 0.52% active; Prostaglandin E2 receptor EP2 subtype (Homo sapiens), P43116; C6 glioma cells expressing human EP2; cells stimulated with saturating PGE2; AID 1422, 2008; inhibition, % at 25 µM;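 active means percent inhibition above 40 after rounding to a whole number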;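 further: rat C6 glioma host cells with rolipram phosphodiesterase inhibitor present; the protocol text gives 20 µM as final concentration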
Target sequence (P43116 whole entry, looked up): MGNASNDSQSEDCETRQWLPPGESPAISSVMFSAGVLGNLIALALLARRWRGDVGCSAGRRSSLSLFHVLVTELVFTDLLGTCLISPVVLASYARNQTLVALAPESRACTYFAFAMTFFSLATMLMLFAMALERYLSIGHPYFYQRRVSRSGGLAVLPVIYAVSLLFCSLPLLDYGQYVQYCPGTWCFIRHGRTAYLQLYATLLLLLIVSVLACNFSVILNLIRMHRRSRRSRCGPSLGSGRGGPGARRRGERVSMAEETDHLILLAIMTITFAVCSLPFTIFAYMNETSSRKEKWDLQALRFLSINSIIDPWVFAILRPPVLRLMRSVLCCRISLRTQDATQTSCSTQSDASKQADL
Furin inh: human furin inhibitors, primary screen, biochemical, fluorescence intensity. 220,000 tested, 0.061% active. inhibition, % at 30 µM. purified furin, fluorogenic substrate cleavage; in the data active means inhibition above about 25%; further: inactives centre near -15
RBBP9 inh: human RBBP9 inhibitors, primary screen, biochemical, fluorescence polarization, FP-Rh probe, HTS; inhibition, % at 7.94 µM; 220,000 tested, 0.2% active; Serine hydrolase RBBP9 (Homo sapiens), O75884; recombinant RBBP9;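 active means inhibition above the campaign mean of all tested compounds plus 3 SD, cut at about 14% in these data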;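 further: plate controls were DMSO wells with RBBP9 for no effect and wells lacking RBBP9 protein for full effect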
Target sequence (O75884 whole entry, looked up): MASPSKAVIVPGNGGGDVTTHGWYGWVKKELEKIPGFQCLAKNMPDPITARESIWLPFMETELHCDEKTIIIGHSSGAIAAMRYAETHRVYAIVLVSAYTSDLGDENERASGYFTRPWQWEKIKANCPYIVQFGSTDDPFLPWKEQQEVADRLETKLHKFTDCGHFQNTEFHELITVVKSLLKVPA
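Assay system: recombinant human RBBP9; Reagent: Serine-hydrolase probe FP-Rh, 375 nM pre-mixing; Doses: 7.94 µM single dose, 0.794% DMSO; Incubation: 30 min then 45 min, 25 °C; Detection: fluorescence polarization (mP), excitation 525 nm, emission 598 nm; Evaluation: percent inhibition from mP, scaled between DMSO and no-protein wells.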
* hit, by the source's call; . = no result given; & = joins results of further samples; [ ] = dose if it differs, or a comment. These rows are one share of the data. The share of hits here may be higher or lower than overall.

SMILES	NCF1 inh	Tb hexokinase	Ba/F3 V617F tox	PPC-1+TRAIL kill	BaF3 parental	p97 ATPase inh	PGE2 EP2 inh	Furin inh	RBBP9 inh
CCN1CCN(c2c(/C=C3\SC(=S)N(Cc4ccco4)C3=O)c(C)c(C#N)c(=O)n2C)CC1	-155	-30	0	15	-5	9	11	-23	-6
Cc1nn(Cc2ccccc2)c(C)c1C(=O)NCCN1C(=O)S/C(=C\c2ccccc2)C1=O	30*	-10	1	1	6	8	8	-2	-4
O=C(Nc1ccccc1)c1cccc(N2C(=O)CCC2=O)c1	-6	-4	0	-8	4	-2	7	-19[20 µM]	11
COc1nccnc1NS(=O)(=O)c1ccc(NC(=S)NC(=O)c2ccc(F)cc2)cc1	-11	27	1	6	4	1	19&9	-12	-5
Cc1cc(C)cc(OCC(=O)Nc2ccc3c4c(cccc24)CC3)c1	-13	-11	-2	-11	2	-2	8	-15[20 µM]	-7
COc1cc(NS(=O)(=O)c2ccc(F)cc2)c(OC)cc1NC(C)=O	-7	3	-3	1	0	-1	12	-21	1
Clc1cc(Br)ccc1OCCOCCN1CCOCC1	-3	1	0	9	3	2	13	-24	1
CC(=O)Nc1nc2cccc([N+](=O)[O-])c2s1	0	-10	-2	-4	3	10	6	-11	-8
CCOC(=O)c1cnc(SCC#N)nc1N	-3	-2	-7	-1	-4	5	7&6	-28	-6
Cc1ccc(-n2ncc3c(=O)n(Cc4ccccn4)cnc32)cc1C	-9	-1	1	-15	2	-1	12	-15	-10
Cc1ccc2nc3sc(C(=O)N4CCCc5ccccc54)c(N)c3cc2c1	-28	-18	1	6	3	-3	15	-12	-6
CCn1c(CC(=O)Nc2ccc(C)c(Cl)c2)nnc1SCCOc1ccc(OC)cc1	-3	-9	-1	15	4	0	1	-4[20 µM]	-2
COc1ccc(CCNC(=O)CN(c2ccccc2)S(C)(=O)=O)cc1	6	3	1	20	4	-3	1	-7	-3
CCOc1ccc(NC(=O)c2ccccc2O)cc1	-6	-8	0	68*[5 µM]	1	2	18	-14	-12
C=CCn1c(SCC(=O)c2cccs2)nc2sc(C)c(C)c2c1=O	-6	-10	6	18	7	-11	6&15	-19[20 µM]	-7
CN1CCN(C(=S)Nc2cccc(C(F)(F)F)c2)CC1	-14	24	-1	20	5	-1	13	-6	-14
O=C(NN=C1c2ccccc2-c2ccccc21)c1ccccc1Br	-9	-10	2	17	5	-5	5	-19[20 µM]	-13
O=C(c1cnccn1)N(Cc1ccco1)C1(C(=O)NC2CCCCC2)CCCCC1	2	0	-2	-7	3	-2	8	-18[20 µM]	-9
CC1(C)CC(CC(=O)O)CC(C)(C)N1	1	9	3	-2	3	-5	4	-6	-6
Cc1nc(Nc2ccccc2)[nH]c(=O)c1CCC(C)C	-2	-1	-4	-2	-1	5	10	-14[20 µM]	6
CCOC(=O)C1CCN(C(=O)CN(c2cc(OC)ccc2OC)S(=O)(=O)c2ccccc2)CC1	1	-1	4	2	9	-8	8	-14	-8
CCCc1noc2c1C(c1ccoc1)C(C#N)=C(N)N2 (stereo unspecified)	-5	2	0	4	7	-2	22	-8	0
Cc1cc(-n2c(C)cc(C(=O)CSc3ncnc4ccccc34)c2C)no1	-31	-5	44*	-4	51*	4	26	-20	2
COc1ccc(OC)c(-n2c(N)c(C(=O)NCC3CCCO3)c3nc4ccccc4nc32)c1 (stereo unspecified)	-2	-20	0	-8	5	2	5	-19	1
CCOC(=O)c1sc(NC(=O)CCN2CCN(C)CC2)c(C(=O)OCC)c1C	1	3	0	.	7	4	4	-17	-4
Cc1ccc(-c2cn(-c3ccccc3)c(SCC(N)=O)n2)cc1C	-15	2	-1	-3	9	0	7	-22	5
Clc1ccccc1Cn1nc(-c2ccccc2)nc1-c1ccccc1	-7	1	3	-6	6	-1	8	-15	-1
COCCn1c(=O)[nH]c(=O)c2cc(C(=O)c3cc(Cl)ccc3O)cnc21	-8	2	6	16	5	-1	7	-21	-13
Cc1ccc(-c2nc(CN(C)Cc3ccc4nccnc4c3)c(C)o2)s1	-107	-10	-2	4	6	0	7	-19	-1
Cc1ccc(C)c(NC2=NCC(=O)N2C2CCCCC2)c1	5	-1	-8	13	0	2	13	-17[20 µM]	-2
Cc1ccccc1CSc1nnc(NC(=O)Cc2cccs2)s1	-16	-4	2	3	6	-5	9	-11	-8
COc1ccc(-c2csc(NC(=O)C3CCCCN3S(=O)(=O)c3ccccc3)n2)cc1 (stereo unspecified)	-74	-1	-3	24	2	8	10	-17[20 µM]	-24
CC(=O)Cn1cnc2c(sc3nc(C)cc(C)c32)c1=O	-5	-6	0	20	2	2	8	-15	-8
Cc1ccc(Sc2oc(/C=N/n3cnnc3)cc2Br)cc1	-10	-9	3	21	0	0	9	-13	-2
COc1ccc(CC(=O)NC(C)c2nnc(SCCOc3ccc(OC)cc3)n2C)cc1 (stereo unspecified)	-5	-5	-4	18	1	-3	5	-8[20 µM]	9
C#CCOCCOCCOCCNc1nc(N2CCN(C(=O)Cn3cc(CCO)nn3)CC2)nc(N2CCN(C(=O)[C@H](C(C)C)n3cc(CCO)nn3)CC2)n1	4	-6	-5	11	1	8	8	-18	4
CCOC(=O)C1CCN(c2c(NCCCN3CCCCC3)c(=O)c2=O)CC1	-9	-8	-4	11	-8	8	0	-23	9
CN1CCN(C(=O)C2=C[C@H](c3ccc(Br)cc3)C[C@H](OCCCCO)O2)CC1	-4	-3	0	5	-2	6	8	-36	1
CC1=CC(C)(C)NC(=S)N1c1ccc2ccccc2c1	-6	-1	-3	13	4	-2	19	-12[20 µM]	-12
CC(=O)NC(=O)c1nnn(Cc2ccccc2)c1NC(C)=O	2	0	5	1	8	-3	10	-13[20 µM]	-7

Profiles, quoted from the list.
CC1=CC(C)(C)NC(=S)N1c1ccc2ccccc2c1 reads NCF1 inh: -6; Tb hexokinase: -1; Ba/F3 V617F tox: -3; PPC-1+TRAIL kill: 13; BaF3 parental: 4; p97 ATPase inh: -2; PGE2 EP2 inh: 19; Furin inh: -12[20 µM]; RBBP9 inh: -12
COCCn1c(=O)[nH]c(=O)c2cc(C(=O)c3cc(Cl)ccc3O)cnc21 reads NCF1 inh: -8; Tb hexokinase: 2; Ba/F3 V617F tox: 6; PPC-1+TRAIL kill: 16; BaF3 parental: 5; p97 ATPase inh: -1; PGE2 EP2 inh: 7; Furin inh: -21; RBBP9 inh: -13

(list continues)
SMILES	NCF1 inh	Tb hexokinase	Ba/F3 V617F tox	PPC-1+TRAIL kill	BaF3 parental	p97 ATPase inh	PGE2 EP2 inh	Furin inh	RBBP9 inh
COc1ccc(N2C(=O)CCC(C(=O)N3CCN(c4ccccn4)CC3)C2c2ccc(F)cc2)cc1 (stereo unspecified)	-8	0	0	-5	4	1	5	-12	-5
Cc1cccc(NC(=O)CCC(=O)N/N=C/c2ccco2)c1	-18	-1	-1	-5	1	0	6	-27	-6
Cc1[nH]n(-c2ccc([N+](=O)[O-])cc2)c(=O)c1C=NCCN1CCN(C(=O)c2ccc(Br)cc2)CC1	5	-36	12	22	16	-48	14	-17[20 µM]	3
COc1ccc(/C(C)=N/NC(=O)c2ccc(CSc3cccc4cccnc34)cc2)cc1OC	-7	-19	-4	16	-2	3	12	-9[20 µM]	-12
CCOC(=O)C1CCCN(C(=O)CS(=O)(=O)Cc2ccccc2)C1 (stereo unspecified)	-2	1	-3	9	3	-2	.	-13[20 µM]	5
CN(C)C(=O)c1ccc(-c2cc(C(F)(F)F)n(C)n2)s1	-9	-1	2	23	2	1	17	-4	-2
Fc1ccccc1-c1nc2nc3ccccc3nc2n1CC1CCCO1 (stereo unspecified)	-13	-60	1	-6	1	6	14	-11	7
Cc1cc(O)c(/C=N/Nc2cccc(Cl)c2)c(=O)o1	-19	-14	-4	-29	-3	4	22	-3[20 µM]	-2
O=C(CSc1nnc(-c2ccccc2F)n1C1CC1)NC(=O)c1cccc([N+](=O)[O-])c1	-3	-1	-1	14	1	10	5	-20	-9
COc1ccc(NC(=S)NNC(=O)CCn2cc([N+](=O)[O-])cn2)cc1	6	0	-3	19	1	3	5	-14	-9
CCN(c1ccccc1)S(=O)(=O)c1ccc(Cl)c(NC(=O)COC(=O)c2ccc(Cl)c(N)c2)c1	-8	0	-3	24	4	1	2	-20	-4
O=C1CCCC(O)=C1N=Nc1ccc(S(=O)(=O)N2CCOCC2)cc1	-10	-25	-1	-10	-7	3	12	13	1
COc1ccc(CCNC(=O)CN2CCN(Cc3ccc(F)cc3)C2=O)cc1OC	1	-6	-3	0	2	1	10	-30	-7
Cc1ccc(CSC2=Nc3ccccc3C3=NC(=O)CN23)cc1	-12	-5	2	25	9	2	7	-18	-4
O=C(/C=C/c1cccc([N+](=O)[O-])c1)c1cccs1	-4	-12	-1	14	5	1	29	-8	4
CCOC(=O)c1c(C)c(C(=O)NCc2ccco2)c(C)n1CC	-3	3	1	10	2	0	7	-18	-9
CCc1nnc(N/N=C/c2c(C)[nH]c3ccccc23)n1N	4	-17	19	5	13	4	7	-4	0
CCCCc1c(O)nc(SCC(=O)N2CCOCC2)n(-c2ccccc2C)c1=O	-8	-4	-1	12	2	-6	7	-24	-7
CC(C)CNC(=O)CN(C1CCCCC1)S(C)(=O)=O	-2	2	-4	-11	0	4	-5	-21[20 µM]	-7
Cc1cc(C)c2c(c1)-c1c(ssc1=S)C(C)(C)N2C(=O)CSc1nncn1C	-1	-7	0	24	4	-9	6	-18	-7
Cc1csc2c(N3CCN(C(=S)Nc4ccc(C(F)(F)F)cc4)CC3)ncnc12	-6	-14	-3	14	1	3	8	-22	-4
COc1ccc(CN2C3CCCC2CC(NC(=O)Nc2ccccc2C)C3)cc1 (stereo unspecified)	-6	10	2	15	3	-5	7	-12[20 µM]	-5
CC1CCc2c(sc(NC(=O)C3CCCO3)c2C#N)C1 (stereo unspecified)	-7	0	1	13	2	5	2	-23	-3
CC(C)Cn1c(-c2nn(C)cc2Cl)n[nH]c1=S	-1	-4	0	17	4	1	4	-20[20 µM]	-13
CCOc1ccccc1N(CC(=O)Nc1cccnc1)S(=O)(=O)c1ccc(C)cc1	-5	-2	2	-25	-2	-5	2	-22	-6
O=[N+]([O-])c1cccnc1Oc1ccc(F)cc1	-2	0	-2	7	-3	-3	4	-12	-3
Cc1ccc(C2C3=C(Nc4[nH]n(-c5ccccc5)c(=O)c42)c2ccccc2C3=O)cc1 (stereo unspecified)	-18	20	2	23	8	4	10	-3	-2
COc1cc2cc(C(c3nnnn3C3CCCC3)N3CCCCCC3)c(=O)[nH]c2cc1OC (stereo unspecified)	-13	-22	-2	-13	2	0	6	-14[20 µM]	-5
COc1cccc(NC(C(=O)Nc2cccc(C(C)=O)c2)c2ccccc2)c1 (stereo unspecified)	-19	12	2	-17	7	-7	3	-11	-13
COCCn1c(N)c(N(Cc2ccccc2)C(=O)Cc2c(Cl)cccc2Cl)c(=O)[nH]c1=O	-3	-5	-1	-4	0	2	7	-13	3
C#CCN1C(=O)C(O)(c2c(C)[nH]c3ccccc23)c2ccccc21 (stereo unspecified)	-6	-10	-2	22	-7	8	8	5	1
Cc1ncc(S(=O)(=O)c2ccccc2)c(-c2ccccc2Cl)n1	-1	-1	0	11	8	1	27	-13[20 µM]	0

Source: PubChem BioAssay (several laboratories)
